KKLEB tox: counter-screen for CF NF-kB inhibitors: cytotoxicity; KKLEB CF airway cells viability, ATPlite luminescence, overnight; active compounds read low; cells stimulated with P. aeruginosa culture filtrate; activity change (cytotoxicity), % at 5 µM; 360,000 tested, 0.36% active; AID 602141;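 active means corrected activity change at or below -50% at 5 µM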
Shn3 3UTR inh: Schnurri-3 reporter inhibition in Clone20 osteoblasts; Clone20 osteoblast Shn3 3'UTR firefly luciferase, 24 h; inhibition, % at 12.5 µM; 360,000 tested, 0.52% active; AID 588674;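 active means mean inhibition of at least 75% with every replicate also reaching 75%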;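 further: 0% = median of neutral control wells and 100% = pilot-screen positive control compound; some compounds past the cut are filed as inactive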
NR2E3 ag-1: agonists of human nuclear receptor NR2E3 | AID 2300 | 320,000 tested, 0.12% active | GST-NR2E3/biotin-RetCOR TR-FRET, 1536-well | inhibition of corepressor binding, % at 4.78 µM | Q9Y5X4;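 active means percent inhibition above the cutoff of mean plus 3 SD of all tested compounds, set per screening campaign, cut at about 20% in these data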;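 further: 0% = DMSO wells and 100% = biotin wells as full block of FRET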
Target sequence (Q9Y5X4 whole entry, looked up): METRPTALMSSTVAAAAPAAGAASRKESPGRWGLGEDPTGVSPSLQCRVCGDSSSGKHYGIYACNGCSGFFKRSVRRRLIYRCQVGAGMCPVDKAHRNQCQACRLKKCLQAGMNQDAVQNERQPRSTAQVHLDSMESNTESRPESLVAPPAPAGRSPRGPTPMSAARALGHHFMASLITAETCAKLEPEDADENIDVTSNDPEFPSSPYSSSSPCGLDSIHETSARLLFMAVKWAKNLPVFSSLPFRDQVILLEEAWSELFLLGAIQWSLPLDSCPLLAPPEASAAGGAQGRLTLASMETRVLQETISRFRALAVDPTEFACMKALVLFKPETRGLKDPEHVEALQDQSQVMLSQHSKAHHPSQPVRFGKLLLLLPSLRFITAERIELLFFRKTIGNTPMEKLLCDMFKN
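Material: NR2E3–RetCOR corepressor complex / Incubation: Compound–protein incubation for 5 h at 4 °C / Dosing: compound at 4.8 µM, single dose / Detection: time-resolved FRET / Benchmarks: high control biotin, low control 0.6% DMSO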
C8 TRAIL sens: caspase-8 TRAIL sensitization; NB7+C8 cells + TRAIL, ATPlite viability luminescence; inhibition (viability loss, TRAIL sensitization), % at 10 µM; 360,000 tested, 1% active; AID 624354;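 active means compounds causing at least 50% loss of cell viability in the single-dose screen, relative to plate controls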
CF NFkB block: cystic fibrosis NF-kB activation inhibition. KKLEB NF-kB-GFP reporter, PAF-induced, GFP fluorescence overnight. inhibition, % at 5 µM. 360,000 tested, 0.86% active. AID 588850;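 active means at least 50% inhibition at 5 µM, scaled per plate between neutral and stimulator controls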;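 further: PAF is a Pseudomonas aeruginosa culture filtrate used as stimulus; plate controls were PAF-stimulated DMSO wells for no effect and unstimulated DMSO wells for full effect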
iPSC survival up: enhancers of human iPSC single-cell survival | 360,000 tested, 0.044% active | hiPSC single-cell survival, ATPlite luminescence; 100% = ROCK inhibitor wells, 0% = DMSO | survival enhancement, % at 20 µM; in the data active means survival enhancement above about 18%;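 further: cells exposed to compounds for 16 hours before the ATP read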
NR2E3 ag-2: human photoreceptor-specific nuclear receptor agonism; AID 602229; inhibition of corepressor binding, % at 3.98 µM; CHO-S Gal4-NCOR/VP16-NR2E3 two-hybrid, luciferase; 360,000 tested, 0.35% active; Q9Y5X4;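 active means inhibition above the mean of all tested compounds plus 3 SD, cut at about 70% in these data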;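 further: 0% = DMSO with NR2E3 transfected cells and 100% = cells lacking NR2E3 construct; higher means lower luciferase signal from less NR2E3 corepressor binding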
LMP1 NFkB inh: reduces LMP1-driven NF-kappaB luciferase signal | LMP1-induced NF-kappaB luciferase reporter cells, luminescence | AID 504558 | inhibition, % at 12.5 µM | 350,000 tested, 0.69% active; in the data active means inhibition above about 41%;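 further: 0% = neutral control wells and 100% = reference inhibitor control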
Peg3 prom inh: Peg3 promoter activity inhibition; HeLa PEG-Prom luciferase reporter, luminescence, overnight; inhibition, % at 20 µM; 360,000 tested, 1.7% active; AID 588405;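 active means inhibition of at least 50% at 20 µM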
TRPM1 prom inh: inhibitors of MITF-driven TRPM1 promoter in melanoma cells; SK-MEL-5 TRPM1 promoter luciferase, 24 h; inhibition, % at 12.5 µM; 330,000 tested, 0.83% active;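 active means mean inhibition across replicates of 60% or more, whatever share of single replicates reaches that level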; further: values of inactives mirror those of a sister screen read the other way
HIF-2a inh: blocks HIF-2a reporter activity. 786-0 RCC cells HIF-2a reporter, luciferase luminescence, overnight. inhibition, % at 18.8 µM. 360,000 tested, 0.72% active;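 active means inhibition of the luminescence signal of 40% or more relative to plate controls, in a single-dose primary screen at 18.75 µM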
Starred values were filed as active, the others as inactive.

O=C(NCc1ccccc1)c1ccc(NC(=O)C2CC2)cc1 was read as KKLEB tox 11.7, Shn3 3UTR inh 4.5, C8 TRAIL sens -7.6, CF NFkB block -11.0, iPSC survival up 3.4, NR2E3 ag-2 12.9, LMP1 NFkB inh -5.6, Peg3 prom inh -24.5, TRPM1 prom inh -11.5 and HIF-2a inh -47.0.
Nc1nc(N)c(Br)c(Nc2ccc(Cl)c(Cl)c2)n1 was read as KKLEB tox -1.0, Shn3 3UTR inh -15.4, C8 TRAIL sens -0.3, CF NFkB block 3.2, iPSC survival up -0.7, NR2E3 ag-2 -11.2, LMP1 NFkB inh -0.4, Peg3 prom inh -45.2, TRPM1 prom inh -9.7 and HIF-2a inh -82.6.
Cn1cc(Cl)c(C(=O)N2CCN(c3ncccn3)CC2)n1 was read as KKLEB tox 5.0, Shn3 3UTR inh -6.4, NR2E3 ag-1 -0.6, C8 TRAIL sens 3.2, CF NFkB block 2.2, iPSC survival up -3.1, NR2E3 ag-2 2.5, LMP1 NFkB inh 0.5, Peg3 prom inh 10.5, TRPM1 prom inh 6.8 and HIF-2a inh 8.7.
For CCc1ccc(C2C(C#N)=C(N)N(N3CCOCC3)C3=C2C(=O)CC(C)(C)C3)s1 (configuration not stated) the results were KKLEB tox -10.2, Shn3 3UTR inh -6.2, NR2E3 ag-1 -2.2, C8 TRAIL sens -11.8, CF NFkB block 17.8, iPSC survival up 0.3, NR2E3 ag-2 1.5, LMP1 NFkB inh -12.2, Peg3 prom inh 5.7, TRPM1 prom inh -8.7 and HIF-2a inh 11.8.
Screening COc1cc(C(=O)OCC(=O)NCCCc2ccccc2)ccc1OCC(C)C returned KKLEB tox -1.0, Shn3 3UTR inh 4.7, NR2E3 ag-1 1.0, C8 TRAIL sens -3.9, CF NFkB block 4.7, iPSC survival up 0.0, NR2E3 ag-2 6.3, LMP1 NFkB inh -0.6, Peg3 prom inh 3.1, TRPM1 prom inh 12.4 and HIF-2a inh 6.5.
For CC1(C)C(C=C(Cl)Cl)C1C(=O)N/N=C/c1ccccc1F (configuration not stated) the results were KKLEB tox -14.0, Shn3 3UTR inh 12.9, NR2E3 ag-1 0.6, C8 TRAIL sens 22.0, CF NFkB block 4.2, iPSC survival up 0.1, NR2E3 ag-2 8.3, LMP1 NFkB inh -3.1, Peg3 prom inh -5.0, TRPM1 prom inh -5.0 and HIF-2a inh 2.5.
Screening O=S(=O)(c1ccc(F)cc1)n1ccc(-c2cccc(OCc3c(F)cccc3Cl)c2)n1 returned KKLEB tox -1.8, Shn3 3UTR inh 18.9, NR2E3 ag-1 -0.8, C8 TRAIL sens -4.4, CF NFkB block 7.4, iPSC survival up -1.5, NR2E3 ag-2 -29.3, LMP1 NFkB inh -6.9, Peg3 prom inh 12.4, TRPM1 prom inh -1.9 and HIF-2a inh -3.4.
`O=C(CSc1ccccc1[N+](=O)[O-])NC1CCS(=O)(=O)C1` (configuration not stated) gave KKLEB tox 3.1, Shn3 3UTR inh -2.8, NR2E3 ag-1 0.0, C8 TRAIL sens 3.0, CF NFkB block -18.3, iPSC survival up -1.3, NR2E3 ag-2 23.1, LMP1 NFkB inh -2.3, Peg3 prom inh 2.1, TRPM1 prom inh -7.4 and HIF-2a inh -6.0.
COc1ccc(CC(=O)c2ccccc2C(=O)O)cc1 was read as KKLEB tox 1.2, Shn3 3UTR inh -7.9, NR2E3 ag-1 -0.4, C8 TRAIL sens -3.4, CF NFkB block -4.4, iPSC survival up -0.4, NR2E3 ag-2 1.2, LMP1 NFkB inh 7.7, Peg3 prom inh 2.4, TRPM1 prom inh 8.0 and HIF-2a inh -29.1.
Screening O=C(COC(=O)Cc1ccc(Cl)cc1)Nc1ccc2[nH]c(=O)[nH]c2c1 returned KKLEB tox 0.5, Shn3 3UTR inh -6.0, NR2E3 ag-1 -1.3, C8 TRAIL sens -9.4, CF NFkB block 6.5, iPSC survival up -0.4, NR2E3 ag-2 -12.8, LMP1 NFkB inh -0.5, Peg3 prom inh 12.0, TRPM1 prom inh 6.4 and HIF-2a inh 7.1.
COc1ccc(S(=O)(=O)N2CCC(C(=O)NCCCN3CCOCC3)CC2)cc1 was read as KKLEB tox -4.1, Shn3 3UTR inh 0.9, NR2E3 ag-1 0.6, C8 TRAIL sens 11.0, CF NFkB block 2.6, iPSC survival up -0.4, NR2E3 ag-2 0.2, LMP1 NFkB inh -2.5, Peg3 prom inh 22.8, TRPM1 prom inh -14.9 and HIF-2a inh 0.4.
Screening CCn1c(O)c(C=Nc2ccccc2)sc1=O returned KKLEB tox -3.8, Shn3 3UTR inh -17.7, NR2E3 ag-1 3.1, C8 TRAIL sens -6.6, CF NFkB block -18.1, iPSC survival up -1.4, NR2E3 ag-2 -22.6, LMP1 NFkB inh -7.3, Peg3 prom inh -70.5, TRPM1 prom inh -5.9 and HIF-2a inh -127.8.
CN(c1ccccc1)S(=O)(=O)c1cccc(NC(=O)c2ccc(=O)[nH]c2)c1 was read as KKLEB tox 0.9, Shn3 3UTR inh 7.1, NR2E3 ag-1 -0.9, C8 TRAIL sens 19.9, CF NFkB block -6.2, iPSC survival up -0.1, NR2E3 ag-2 4.7, LMP1 NFkB inh 0.5, Peg3 prom inh 3.5, TRPM1 prom inh 0.3 and HIF-2a inh 14.8.
For COc1ccccc1CSc1ncc(-c2ccc([N+](=O)[O-])cc2)[nH]1 the results were KKLEB tox -1.5, Shn3 3UTR inh -6.3, NR2E3 ag-1 -0.2, C8 TRAIL sens -6.5, CF NFkB block -12.2, iPSC survival up -0.6, NR2E3 ag-2 -37.9, LMP1 NFkB inh 4.6, Peg3 prom inh -113.2, TRPM1 prom inh -50.2 and HIF-2a inh -149.9.
For COc1ccc(-c2ncncc2-c2ccccc2)c(O)c1 the results were KKLEB tox -21.3, Shn3 3UTR inh 14.4, NR2E3 ag-1 3.6, C8 TRAIL sens -19.6, CF NFkB block 43.5, iPSC survival up 0.2, NR2E3 ag-2 -19.1, LMP1 NFkB inh -6.3, Peg3 prom inh -0.4, TRPM1 prom inh 1.7 and HIF-2a inh 11.4.
For CC(C)(C)c1ccc(C(=O)NCC(=O)N2CCNC(=O)C2)cc1 the results were KKLEB tox 2.3, Shn3 3UTR inh -13.2, NR2E3 ag-1 1.0, C8 TRAIL sens -1.3, CF NFkB block 10.9, iPSC survival up -0.6, NR2E3 ag-2 5.5, LMP1 NFkB inh 3.5, Peg3 prom inh 2.5, TRPM1 prom inh -0.6 and HIF-2a inh -20.9.
Cn1c(=O)c(C(=O)NC2CCCCCC2)c(O)c2ccccc21 was read as KKLEB tox -6.7, Shn3 3UTR inh -49.9, C8 TRAIL sens 2.3, CF NFkB block 11.9, iPSC survival up -0.4, NR2E3 ag-2 -19.0, LMP1 NFkB inh -16.2, Peg3 prom inh -119.7, TRPM1 prom inh 4.2 and HIF-2a inh -158.3.
`Cc1ccc([N+](=O)[O-])cc1N=C(c1ccc([N+](=O)[O-])cc1)N1CCOCC1` gave KKLEB tox -3.8, Shn3 3UTR inh -22.3, NR2E3 ag-1 -1.0, C8 TRAIL sens -1.5, CF NFkB block 2.0, iPSC survival up 0.6, NR2E3 ag-2 -0.4, LMP1 NFkB inh 5.4, Peg3 prom inh 9.4, TRPM1 prom inh 9.6 and HIF-2a inh 17.9.
`Cc1ccccc1NC(=O)c1cc(N)ccc1N1CCCCC1` gave KKLEB tox -5.7, Shn3 3UTR inh -42.9, NR2E3 ag-1 6.0, C8 TRAIL sens -0.3, CF NFkB block 15.3, iPSC survival up -0.9, NR2E3 ag-2 -21.1, LMP1 NFkB inh -7.6, Peg3 prom inh 17.2, TRPM1 prom inh -4.9 and HIF-2a inh 1.2.
Screening Cn1c(=O)cc(SCC(=O)N2CCCC2)c2cc(Cl)ccc21 returned KKLEB tox -2.6, Shn3 3UTR inh -0.6, NR2E3 ag-1 -10.8, C8 TRAIL sens -7.2, CF NFkB block -8.6, iPSC survival up 0.0, NR2E3 ag-2 5.9, LMP1 NFkB inh 6.5, Peg3 prom inh 6.5, TRPM1 prom inh -4.9 and HIF-2a inh -6.4.
`CC(C)C(NC(=O)OCc1ccccc1)C(=O)OCC(=O)N1C(C)CCCC1C` (configuration not stated) gave KKLEB tox 1.7, Shn3 3UTR inh -6.6, NR2E3 ag-1 8.7, C8 TRAIL sens 8.2, CF NFkB block 1.0, iPSC survival up 3.2, NR2E3 ag-2 -2.1, LMP1 NFkB inh -4.0, Peg3 prom inh -7.0, TRPM1 prom inh -2.6 and HIF-2a inh 5.1.
COc1ccc(CN2C(=O)c3cccnc3C2=O)cc1S(=O)(=O)NCc1ccccc1 was read as KKLEB tox -4.0, Shn3 3UTR inh 10.4, NR2E3 ag-1 -0.4, C8 TRAIL sens -6.1, CF NFkB block -13.7, iPSC survival up -0.4, NR2E3 ag-2 -6.3, LMP1 NFkB inh 1.6, Peg3 prom inh 20.2, TRPM1 prom inh 0.8 and HIF-2a inh -1.5.
For COc1cc2c(cc1NC(=O)C(F)(F)F)-c1ccc(NC(=O)C(F)(F)F)cc1C2 the results were KKLEB tox -12.4, Shn3 3UTR inh -21.1, C8 TRAIL sens 6.4, CF NFkB block 15.7, iPSC survival up -3.3, NR2E3 ag-2 -0.7, LMP1 NFkB inh -1.7, Peg3 prom inh -24.4, TRPM1 prom inh -37.1 and HIF-2a inh -0.1.
`CC1CCc2c(sc(NC(=O)c3cccn3C)c2C(N)=O)C1` (configuration not stated) gave KKLEB tox -7.4, Shn3 3UTR inh -64.0, C8 TRAIL sens 14.8, CF NFkB block -2.5, iPSC survival up -1.2, NR2E3 ag-2 -89.0, LMP1 NFkB inh -14.5, Peg3 prom inh -266.4, TRPM1 prom inh -41.5 and HIF-2a inh -287.6.
`CCOC(=O)/C(C#N)=C/c1ccc(OC(=O)c2ccco2)c(OCC)c1` gave KKLEB tox 3.1, Shn3 3UTR inh -5.3, NR2E3 ag-1 -2.0, C8 TRAIL sens -8.9, CF NFkB block 0.6, iPSC survival up 0.8, NR2E3 ag-2 -23.9, LMP1 NFkB inh 0.8, Peg3 prom inh 3.8, TRPM1 prom inh 5.0 and HIF-2a inh 10.7.
`CCCC[n+]1ccn(-c2nc3ccccc3nc2[N-]S(=O)(=O)c2ccc(C)cc2)c1` gave KKLEB tox 16.1, Shn3 3UTR inh -0.3, NR2E3 ag-1 -1.9, C8 TRAIL sens -5.7, CF NFkB block -1.7, iPSC survival up 2.1, NR2E3 ag-2 1.5, LMP1 NFkB inh -13.5, Peg3 prom inh 12.1, TRPM1 prom inh 1.6 and HIF-2a inh 9.0.

Source: PubChem (several laboratories)

Only part of the results is shown. The share of hits here may be higher or lower than overall.
